USP1 inh – blocks the human USP1/UAF1 deubiquitinase complex; AID 743255; recombinant USP1/UAF1, Ub-Rhodamine cleavage fluorescence; Potency, µM (top dose mostly 57.1 µM), inactives show at the top dose activity change, negative = inhibition, actives largely listed as inhibitors; O94782; 390,000 compounds, 0.23% hits; further: potency means the concentration at half of the fitted maximal effect; on the % scale 0 is the no-effect control and ±100 the full control effect; nearly all actives have a fitted effect of over 60% in size; inactives centre near -12
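USP1/UAF1 complex (1 nM) preincubated 15 min at room temperature with compound, then Ub-Rho substrate (150 nM final) added. Kinetic fluorescence at 480/540 nm over 6 reads at 60 s intervals; 50 mM HEPES pH 7.8, 0.5 mM EDTA, 0.1 mg/ml BSA, 1 mM TCEP, 0.01% Tween-20.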
IDH1 R132H inh – inhibitors of human mutant IDH1 R132H. IDH1-R132H enzyme, NADPH consumption, diaphorase/resazurin fluorescence. O75874. 390,000 compounds, 0.093% hits. Potency, µM (series often up to 76.6 µM), inactives show at the highest dose activity change, negative = inhibition, usual class: inhibitors; further: potency means the concentration at half of the fitted maximal effect; on the % scale 0 is the no-effect control and ±100 the full control effect; nearly all actives have a fitted effect of over 65% in size
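IDH1-R132H (0.5 ug/mL dispensed) in pH 7.5 Tris buffer was preincubated 30 min with compound, then given a substrate mix of 0.016 mM NADPH and 2 mM alpha-KG for 80 min at room temperature; remaining NADPH was read by diaphorase/resazurin fluorescence.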
TrxR1 inh – blocks rat thioredoxin reductase 1. Potency, µM (series often up to 114 µM), without a hit: top-dose activity change, negative = inhibition, most hits filed as inhibitors. AID 588453. 390,000 compounds, 1% hits. O89049. recombinant rTrxR1, NADPH fluorescence consumption, selenite substrate; further: potency means the concentration at half of the fitted maximal effect; on the % scale 0 is the no-effect control and ±100 the full control effect; nearly all actives have a fitted effect of over 65% in size
Target sequence (O89049 whole entry, looked up): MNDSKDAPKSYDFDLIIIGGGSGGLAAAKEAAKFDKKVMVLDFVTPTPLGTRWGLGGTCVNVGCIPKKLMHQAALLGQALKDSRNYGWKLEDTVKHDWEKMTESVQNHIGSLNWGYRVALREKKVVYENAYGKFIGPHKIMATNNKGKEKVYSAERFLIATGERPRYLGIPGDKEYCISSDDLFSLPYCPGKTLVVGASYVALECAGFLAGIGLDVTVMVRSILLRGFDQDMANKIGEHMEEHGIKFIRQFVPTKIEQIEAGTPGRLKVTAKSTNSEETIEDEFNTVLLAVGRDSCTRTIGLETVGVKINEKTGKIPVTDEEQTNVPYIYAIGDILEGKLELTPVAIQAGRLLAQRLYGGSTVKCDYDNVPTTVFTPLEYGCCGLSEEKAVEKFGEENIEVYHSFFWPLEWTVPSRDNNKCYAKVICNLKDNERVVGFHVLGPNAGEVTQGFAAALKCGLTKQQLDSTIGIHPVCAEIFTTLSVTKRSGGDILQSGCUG
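Rat TrxR1 (90 nM in the dispensed reagent) was pre-reduced with 400 uM NADPH for 5 min at room temperature, then incubated with compound for 15 min. After 400 uM selenite was added, NADPH fluorescence (Ex 340/Em 450 nm) was followed for 8 min.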
TrxR1 substrate – rat thioredoxin reductase 1 substrate activity. purified TrxR1 substrate turnover, NADPH consumption readout. Potency, µM (doses to about 114 µM), without a hit: at the highest dose activity change, negative = substrate turnover. 390,000 compounds, 0.01% hits. AID 588456; further: potency means the concentration at half of the fitted maximal effect; on the % scale 0 is the no-effect control and ±100 the full control effect; nearly all actives have a fitted effect of over 50% in size
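Rat TrxR1, dispensed at 90 nM, was prereduced with 400 uM NADPH (final) for 5 min at ~22 deg C, then incubated with compound 15 min before 400 uM selenite. A first-read NADPH fluorescence drop versus no-compound background flagged substrates.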
LDHA block – inhibitors of human lactate dehydrogenase A; purified LDHA, NADH/diaphorase-resazurin fluorescence; stronger effect = lower value; 480,000 compounds, 0.15% hits; activity change, % (values are at about 110 or 230 µM); P00338; in the data active means activity change below about -30%; inconclusive means mostly about -25% to -30%;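 further: plate controls were DMSO wells for no effect and wells without enzyme for full effect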
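Remaining NADH was detected by diaphorase (0.133 mg/mL) converting 37 µM resazurin to fluorescent resorufin, read at 0 and 20 minutes. The preceding 5-minute room-temperature reaction used 2 nM LDHA, 0.2 mM sodium pyruvate and 0.06 mM NADH at pH 7.4.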
Vif-APOBEC3G blk – inhibitors of Vif-APOBEC3G interaction; HeLa A3G-eYFP + Vif (tagged APOBEC3G with the HIV-1 protein that degrades it), YFP fluorescence, overnight; Potency, µM (series often up to 46.1 µM), inactives show top-dose activity, negative = active, usual class: inhibitors; 410,000 compounds, 0.076% hits; Q9HC16;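 further: potency means the concentration at half of the fitted maximal effect; on the % scale 0 is the no-effect control and ±100 the full control effect; nearly all actives have a fitted effect of over 60% in size; hits raise eYFP signal because A3G escapes Vif-driven loss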
Target sequence (Q9HC16 whole entry, looked up): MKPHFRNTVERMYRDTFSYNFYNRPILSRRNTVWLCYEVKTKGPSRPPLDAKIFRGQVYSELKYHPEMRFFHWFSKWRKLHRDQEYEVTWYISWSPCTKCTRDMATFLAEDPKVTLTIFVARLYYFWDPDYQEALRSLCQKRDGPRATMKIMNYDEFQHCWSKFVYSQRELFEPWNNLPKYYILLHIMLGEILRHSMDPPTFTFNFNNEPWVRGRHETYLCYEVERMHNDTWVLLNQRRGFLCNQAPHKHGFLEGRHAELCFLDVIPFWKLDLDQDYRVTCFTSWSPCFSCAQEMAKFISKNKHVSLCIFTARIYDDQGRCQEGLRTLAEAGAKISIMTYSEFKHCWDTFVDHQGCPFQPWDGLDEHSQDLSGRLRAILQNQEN
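HeLa cells stably expressing Vif and C-terminally eYFP-tagged A3G, seeded overnight at 37 deg C, then exposed to compound by pintool overnight at 37 deg C. Rise in yellow fluorescence (Ex 488/Em 500-530, Acumen) marks blocked Vif-driven A3G degradation.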
Vif-APOBEC3F blk – Vif-A3F binding inhibition; HeLa A3F-eYFP + Vif (tagged APOBEC3F with the HIV-1 protein that degrades it), YFP fluorescence increase; Potency, µM (titrated, usually from 46.1 µM), without a hit: top-dose activity, negative = active; 390,000 compounds, 0.2% hits; AID 602313; further: potency means the concentration at half of the fitted maximal effect; % of control where 0% means no effect; nearly all actives have a fitted effect of over 65% in size
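HeLa cells stably expressing A3F-eYFP plus Vif, plated and incubated overnight at 37 deg C, then exposed to compounds overnight at 37 deg C. Blocked degradation read as raised yellow fluorescence (Ex 488/Em 500-530).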
Glioma ERSR ind – inducers of ER stress response in human glioma cells; U87-MG GRP78 promoter luciferase reporter, 16 h; Potency, µM, inactives show at the highest dose activation, usual class: activators; 420,000 compounds, 0.02% hits; further: potency means the concentration at half of the fitted maximal effect; series mostly up to about 76 µM; % of control where 0% means no effect; nearly all actives have a fitted effect of over 35% in size
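Stably transfected U87-MG human glioma cells carrying a GRP78-based luminescent sensor were seeded at 1000 cells/well, pin-dosed with compounds and incubated 16 h. Luciferase reagent was then added, and end-point luminescence was read after 10 min at room temperature.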
RGS4 inhibitor – blocks human RGS4-accelerated GTP hydrolysis | Transcreener GDP fluorescence polarization, RGS4-accelerated GTP hydrolysis | Potency, µM (doses to about 114 µM), for the others: at the top dose activity change, negative = inhibition, hits mostly inhibitors | 390,000 compounds, 0.039% hits | AID 504845; further: potency means the concentration at half of the fitted maximal effect; on the % scale 0 is the no-effect control and ±100 the full control effect; nearly all actives have a fitted effect of over 75% in size; some results filed as inactive show a strong effect at the top dose
Target sequence (P49798 whole entry, looked up): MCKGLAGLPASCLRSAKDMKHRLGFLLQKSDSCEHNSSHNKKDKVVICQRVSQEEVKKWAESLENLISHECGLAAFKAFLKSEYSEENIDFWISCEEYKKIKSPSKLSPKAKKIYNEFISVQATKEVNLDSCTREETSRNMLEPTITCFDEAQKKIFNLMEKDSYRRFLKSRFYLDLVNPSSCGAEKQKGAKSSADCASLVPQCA
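MLSMR compounds (23 nl, pin-transferred) preincubated 10 min at room temperature with a 500nM (2x) first reagent, then RGS4 at 900nM (2x) plus Transcreener GDP mix added; fluorescence polarization (620/688 nm) read before and after 90 min at 30 °C.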
Active calls of the source: *; ? = inconclusive; [ ] = remark or other dose. Unless noted, the call rests on the fitted dose curve; in most records, active means well fitted curve in the direction sought with a large enough effect; inconclusive means small, poorly fitted or top-dose-only effect, or another doubt; inactive means no such curve, though single readings can be large; an effect the other way counts as inactive or inconclusive. A portion of the library; count on the stated rates, not on these rows.

Each structure is followed by: IDH1 R132H inh, TrxR1 substrate, Vif-APOBEC3F blk, RGS4 inhibitor, LDHA block, USP1 inh, Vif-APOBEC3G blk, TrxR1 inh, Glioma ERSR ind
COC(=O)C1=C(C(=O)c2ccccc2)C(c2cccs2)n2nnnc2N1 (stereo unspecified)
    5%, -3%, 0%, -14%, -3, -15%, 1%, 2%, 0%
O=C(NCCCNC(=O)c1c(Cl)cccc1Cl)c1c(Cl)cccc1Cl
    -6%, 5%, 7%, -1%, -6, -11%, 1%, 11%, -2%
O=C(CCC(=O)c1ccc(Cl)cc1)OCn1nnc2ccccc2c1=O
    11%, -8%, -1%, -22%, -7, 0%, -1%, ?, -3%
O=C(NCCN1CCOCC1)c1ccc2c(c1)N(Cc1ccc(F)cc1)C(=O)CS2
    12%, 3%, -4%, -19%, -1, -24%, -3%, -2%, -3%
CC1CCCN(C(=O)c2ccc(S(=O)(=O)N3CCC(c4nc5ccccc5s4)CC3)cc2)C1 (stereo unspecified)
    2%, 5%, -5%, -7%, -4, -8%, 4%, 3%, -5%
O=C1CCN(S(=O)(=O)c2ccccc2)CCN1CCOCc1ccccc1
    13%, -7%[57.1 µM], 2%, -10%, -3, 2%, -1%, 11%[57.1 µM], -4%
CC1(C)C(=O)OC(c2ccc([N+](=O)[O-])cc2)C(C)(C)C1=O (stereo unspecified)
    -1%, -2%, -13%, -20%, -2, -23%, 5%, 5%, -1%
CC(C)Oc1cccc(C(=O)C2CCCN(Cc3cnn(C(C)C)c3)C2)c1 (stereo unspecified)
    -6%, 7%[57.1 µM], -6%, -7%, -6, ?, 7%, 16%[57.1 µM], 1%
Cc1cc(OC(C)C(=O)NCc2ccccn2)c2c(C)c(Cc3ccccc3)c(=O)oc2c1 (stereo unspecified)
    -1%, 25%, -7%, -12%, -3, -31%, -9%, 44%[activator], -2%
CCOc1ccc(N=c2cc(-c3ccc(OC)cc3)oc3ccccc23)cc1
    3%, -20%[57.1 µM], 13%, -4%, 5, -22%, 2%, 13%[57.1 µM], -3%
CCOC(=O)C1CCN(Cc2ccc(OCc3ccccc3)cc2)CC1
    1%, -7%, -1%, -17%, -13, -11%, 3%, 11%, 1%
CC(C)[C@H](NC(=O)c1cccc(S(=O)(=O)N2CCOCC2)c1)C(=O)OCC(=O)Nc1cccc(Br)c1
    6%, -4%, 5%, -9%, 2, -7%, 0%, 16%, 8%
COc1ccc(OCCOC(=O)Nc2ccccc2)cc1
    2%, 9%[57.1 µM], -12%, -2%, 0, -16%, 0%, 10%[57.1 µM], -1%
O=C(NNC(=O)c1ccc([N+](=O)[O-])cc1Cl)c1ccncc1
    4%, 1%[57.1 µM], -3%, -14%, 2, -7%, -1%, -3%[57.1 µM], -4%
Clc1ccc(-c2ncc3ccccn23)cc1
    3%, 21%, 0%, -23%, -4, -9%, 0%, -20%, 2%
COc1ccccc1NC(=O)Cn1c(=O)n(Cc2ccco2)c(=O)c2oc3ccccc3c21
    10%, -4%, -6%, 11%, -6, 2%, -5%, 22%, -1%
C[C@H]1CN([C@@H](C)CO)C(=O)c2cc(NC(=O)Cc3ccccc3)ccc2O[C@H]1CN(C)Cc1ccccc1
    2%, 8%, 0%, 16%, 0, -24%, -4%, 2%, -4%
CCN(CC)C(=O)C(=O)N/N=C/c1cccc(Br)c1
    7%, 0%, 0%, -21%, -2, -22%, 3%, 2%, -1%
CC(=O)c1ccc(OCC(O)CN2CCc3ccccc3C2)cc1 (stereo unspecified)
    -5%, -4%[57.1 µM], ?, 3%, -1, 0%, -3%, -6%[57.1 µM], 1%
O=C(CSc1ccc([N+](=O)[O-])cn1)Nc1ccc2c(c1)OCCO2
    3%, -10%, 14%, 7%[56.9 µM], -9, -3%, 3%, -6%, -2%
CCCc1nc2ccccc2n2c(-c3cccc(C)c3)c3c(=O)n(C)c(=O)n(C)c3c12
    -15%, -5%, -1%, 15%, -10, -21%, 2%, 1%, -4%
O=C(O)c1ccc(N/N=C/c2ccncc2)cc1
    -4%, -16%, ?, -11%, -3, -12%, 0%, -15%, -4%
c1ccc(-c2noc(-c3ccno3)n2)nc1
    13%, 3%, -14%, -2%, -1, -19%, -1%, 24%, 4%
O=C1C2C(C(=O)N1/N=C/c1cccc([N+](=O)[O-])c1)C1C=CC2C12CC2 (stereo unspecified)
    -1%, 9%, -7%, 7%, -4, -16%, -6%, 20%, 2%
CCCCOc1ccc(C(=O)OCC(=O)N2CCOCC2)cc1
    5%, -1%, -14%, -3%, -4, -5%, 1%, 9%, 2%
CCn1nc(C)c(/C=N/NC(=O)Cn2nnc(N)n2)c1C
    4%, 1%, 7%, 40%, -10, -1%, 0%, 27%, 3%
Cc1cc(-c2ccc([N+](=O)[O-])cc2)nc2ccccc12
    3%, 3%[57.1 µM], 2%, 0%, -9, 1%, -1%, 20%[57.1 µM], -4%
Cc1ccnc(NC(=O)c2cc3cc(F)ccc3s2)c1
    16%, 4%[57.1 µM], 3%, -25%, -1, -6%, -3%, 2%[57.1 µM], -3%
CCc1nnc(NS(=O)(=O)c2ccc(NC(=O)/C=C/c3ccc(OC)cc3OC)cc2)s1
    -11%, -1%[57.1 µM], 11%, 18%, -13, -11%, -2%, -18%[57.1 µM], -2%
Fc1ccccc1-c1nnc2c3ccccc3nc(N3CCOCC3)n12
    2%, -7%, -2%, 33%, -2, -17%, 0%, -11%, -3%

Some of the entries above, set out differently.
SMILES	IDH1 R132H inh	TrxR1 substrate	Vif-APOBEC3F blk	RGS4 inhibitor	LDHA block	USP1 inh	Vif-APOBEC3G blk	TrxR1 inh	Glioma ERSR ind
Cc1ccnc(NC(=O)c2cc3cc(F)ccc3s2)c1	16%	4%[57.1 µM]	3%	-25%	-1	-6%	-3%	2%[57.1 µM]	-3%
CCc1nnc(NS(=O)(=O)c2ccc(NC(=O)/C=C/c3ccc(OC)cc3OC)cc2)s1	-11%	-1%[57.1 µM]	11%	18%	-13	-11%	-2%	-18%[57.1 µM]	-2%

Further records follow:
Each structure is followed by: IDH1 R132H inh, TrxR1 substrate, Vif-APOBEC3F blk, RGS4 inhibitor, LDHA block, USP1 inh, Vif-APOBEC3G blk, TrxR1 inh, Glioma ERSR ind
COC(=O)Cn1cnc2c(Cl)nc(F)nc21
    8%, 4%, 4%, -24%, 3, -21%, ?, ?, -3%
CNC(=O)COc1coc(CN2CCN(c3ccccc3F)CC2)cc1=O
    1%, -12%, -14%, -12%[11.4 µM], -3, -19%, 0%, -15%, -3%
COc1ccccc1NC(=O)CSc1nnc(C)o1
    8%, 2%, 0%, -4%, -3, -7%, 1%, 8%, -3%
Cc1ccc(S(=O)(=O)N(C)C)cc1NC(=O)COC(=O)CNC(=O)c1cccs1
    -3%, -4%, -10%, 27%, -2, -1%, -1%, -4%, -2%
Cc1cc(/C=C(/C#N)c2nc3ccccc3[nH]2)c(C)n1-c1cc(C(=O)O)cc(C(=O)O)c1
    4%, -10%, -5%, 9%, -19, -4%, -3%, -13%, -1%
CCOc1cccc(-c2c(C(=O)N/N=C(\C)c3ccncc3)nnn2-c2nonc2N)c1
    -3%, 8%, 1%, 10%[11.4 µM], -3, -22%, -6%, 20%, -4%
CC(=O)Nc1cccc(OCCCNC(=O)c2ccc(C(C)(C)C)cc2)c1
    6%, -10%, 8%, 13%, 2, -16%, -1%, -6%, 4%
CCC(C)[C@H](NC(=O)OC(C)(C)C)C(=O)N/N=C/C1=Cc2ccccc2OC1 (stereo partly specified)
    2%, 22%[57.1 µM], -18%, -11%, 1, -18%, -7%, -3%[57.1 µM], ?
CCn1cc(C2Nc3ccccc3C(=O)N2O)c(C)n1 (stereo unspecified)
    2%, 0%, -6%, -12%, 10, -11%, 0%, -9%, 0%
COc1ccc(F)cc1C(=O)COC(=O)c1n[nH]c(=O)c2ccccc12
    1%, -3%, -14%, 1%, -9, -10%, -7%, 6%, 3%
COc1ccc(OC)c(S(=O)(=O)Nc2cc(C)on2)c1
    14%, -1%, 3%, -4%, 0, -2%, -4%, -2%, -5%
O=C1/C(=C/c2cccc(F)c2)SC(=S)N1NS(=O)(=O)c1ccccc1
    -1%, -10%, -10%, ?, -4, -16%, -10%, -12%, 0%
O=C(c1cnn2c(C(F)(F)F)cc(-c3ccccc3)nc12)N1CCCCC1c1cccnc1 (stereo unspecified)
    3%, 16%, 2%, -30%, -6, -3%, -1%, 17%[57.1 µM], -7%
COc1ccc(NC(=O)Nc2ccccc2SC)cc1
    -3%, 7%, 1%, 14%, 3, -17%, -5%, 45%[activator], 2%
Cc1cc(NS(=O)(=O)c2ccc(NC(=O)CN3C(=O)c4ccccc4C3=O)cc2)nc(C)n1
    -3%, 12%[57.1 µM], -11%, 22%, -3, -5%, 4%, 11%[57.1 µM], 1%
Cc1ccc(NC(=O)CSc2cc(=O)n(C)c3ccc(Cl)cc23)c(Br)c1
    -2%, -1%, -8%, 16%, -4, -19%, 3%, 27%, -4%
